GASC-1 inh: human JMJD2C demethylase inhibition | inhibition, % at 2.35 µM | actives 0.069% (n = 330,000) | Q9H3R0 | GST-JMJD2C(1-420) H3K9me3 demethylation, DELFIA europium;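 active = more than half of a compound's replicate wells show inhibition beyond 50%, single wells judged on their own value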;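 also: signal counts dimethyl H3K9 product captured on neutravidin plate; 0% = median of DMSO wells and 100% = 0.3 times that DMSO median; strong numbers were not always called active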
PP5 primary: inhibitors of human protein phosphatase 5 (PP5) | P53041 | purified PP5c, OMFP substrate fluorescence | inhibition, % at 6.7 µM | actives 0.18% (n = 320,000) | AID 1987;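 active = inhibition above the campaign's mean inhibition across all tested compounds plus 3 SD, cut at about 9.5% in these data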;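 also: 0% = DMSO only and 100% = 100 µM cantharidin control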
Target sequence (P53041 whole entry, looked up): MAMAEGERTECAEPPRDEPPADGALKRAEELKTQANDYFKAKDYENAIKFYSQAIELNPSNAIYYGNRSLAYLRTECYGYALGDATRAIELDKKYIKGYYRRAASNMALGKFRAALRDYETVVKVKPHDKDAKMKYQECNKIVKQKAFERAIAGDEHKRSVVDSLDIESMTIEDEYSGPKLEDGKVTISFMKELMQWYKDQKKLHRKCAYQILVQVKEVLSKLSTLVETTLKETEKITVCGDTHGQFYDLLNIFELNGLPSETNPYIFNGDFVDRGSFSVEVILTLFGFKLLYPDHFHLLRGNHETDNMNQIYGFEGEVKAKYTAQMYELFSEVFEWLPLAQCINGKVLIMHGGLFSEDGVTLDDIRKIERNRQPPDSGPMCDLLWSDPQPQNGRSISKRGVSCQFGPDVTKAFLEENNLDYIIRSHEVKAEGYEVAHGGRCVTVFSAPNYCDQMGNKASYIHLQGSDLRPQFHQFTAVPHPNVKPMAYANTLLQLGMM
procasp3 activ: activators of human procaspase-3. P42574. recombinant procaspase-3 D3A, Ac-DEVD-pNA absorbance 405 nm. activation, % at 8.5 µM. actives 0.11% (n = 330,000). AID 463141;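 active = activation above the mean of all tested compounds plus 3 SD, cut at about 21% in these data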;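 also: 0% = DMSO alone and 100% = DMSO wells spiked with extra 5 µM PC-3 D3A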
Target sequence (P42574 whole entry D9A/D28A/D175A): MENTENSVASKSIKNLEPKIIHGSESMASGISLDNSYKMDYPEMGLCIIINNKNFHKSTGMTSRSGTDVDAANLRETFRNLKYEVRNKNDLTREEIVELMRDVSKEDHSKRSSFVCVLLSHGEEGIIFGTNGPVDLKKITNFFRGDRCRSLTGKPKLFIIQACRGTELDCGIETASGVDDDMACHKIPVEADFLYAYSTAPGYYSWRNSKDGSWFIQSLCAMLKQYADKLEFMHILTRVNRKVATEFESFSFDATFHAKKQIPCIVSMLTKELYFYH
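assay system = Procaspase-3 D3A mutant | signal = absorbance at 405 nm, 0 and 120 min | times = 1 h preincubation plus 2 h reaction at 25 °C | repeats = single replicate | read-out = % activation between DMSO and enzyme-spiked controls | medium = Zinc-free HEPES saline buffer with Triton X-100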
TPT1 inhibitor: inhibitors of Candida albicans tRNA 2'-phosphotransferase TPT1. inhibition, % at 5 µM. actives 0.81% (n = 300,000). AID 1962. recombinant caTPT1, FP RNA substrate dephosphorylation;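 active = inhibition above the mean of all tested compounds plus 3 SD, set per screening campaign, cut at about 24% in these data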;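 also: plate controls were DMSO alone for no effect and ferristatin control at 100 nM for full effect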
PP1 inh: counter-screen for PP5 inhibitors: inhibitors of human PP1-alpha; inhibition, % at 6.7 µM; P62136; actives 0.9% (n = 320,000); purified PP1alpha, OMFP fluorescence; AID 2235;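 active = inhibition above the mean inhibition of all tested compounds plus 3 SD, computed separately for each screening campaign, cut at about 15% in these data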
Efflux pump inh: antifungal efflux pump inhibition, Nile Red retention; S. cerevisiae Candida pump triplex; inhibition, % at 10 µM; actives 0.44% (n = 330,000); AID 485275;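 active = plate passing quality check with inhibition over a set limit, or well fluorescence over plate mean plus 4 SD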;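 also: Nile Red retained in pooled yeast measured as flow cytometry median fluorescence; 0% = buffer negative control and 100% = Enniatin B positive control; higher means more Nile Red kept so more efflux inhibition; some compounds called inactive have numbers as strong as hits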
procasp7 counter: counter-screen for procaspase-3 activators: activators of human procaspase-7. activation, % at 8.5 µM. recombinant procaspase-7, Ac-DEVD-pNA absorbance 405 nm; D23A/D198A/D206A triple mutant, cannot self-cleave; scale: DMSO 0, 5 µM enzyme 100. actives 0.093% (n = 330,000);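 active = percent activation above the screen-wide mean plus 3 SD, cut at about 25% in these data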
Target sequence (P55210 whole entry D23A/D198A/D206A): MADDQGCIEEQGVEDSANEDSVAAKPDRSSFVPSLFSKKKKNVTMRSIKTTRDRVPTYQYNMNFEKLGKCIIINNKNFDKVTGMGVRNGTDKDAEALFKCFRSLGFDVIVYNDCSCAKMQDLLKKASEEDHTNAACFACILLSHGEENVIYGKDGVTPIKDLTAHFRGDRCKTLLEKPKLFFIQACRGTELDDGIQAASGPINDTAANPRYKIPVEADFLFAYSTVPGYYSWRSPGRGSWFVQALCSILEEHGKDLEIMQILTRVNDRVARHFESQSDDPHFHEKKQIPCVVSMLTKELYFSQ
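Replicates: singlicate. Assay system: Procaspase-7 triple mutant (PC-7 D3A). Signal: 405 nm absorbance of p-nitroaniline. Times: 1 h preincubation, 2 h reaction. Buffer or medium: Zinc-free HEPES pH 7.4 with 300 mM NaCl, 0.01% Triton X-100. Also added: DEVD-pNA substrate. Benchmarks: DMSO wells as 0%, DMSO with 5 µM added PC-7 as 100%.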
HCV core dimer: HCV core protein dimerization inhibition; actives 0.33% (n = 300,000); AID 1899; inhibition, % at 5 µM; TR-FRET GST/Flag-core106 dimerization, 1536-well;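 active = inhibition above the mean of all tested compounds plus 3 SD, set per screening campaign, cut at about 45% in these data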
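Assay system – GST-tagged and Flag-tagged HCV core protein residues 1-106 · Quantity – core106 proteins, GST 13.5 nM and Flag 17 nM · Benchmarks – unlabelled core106 and no-GST-core106 wells · Read-out basis – percent inhibition of core106 dimerization signal · Detection – time-resolved FRET, ex 340 nm, em 617 and 671 nm · Schedule – 4 h at 22.5 °C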
CTSL1 counter: blocks F. hepatica cathepsin L1 in PFM18AAP counter-screen. recombinant F. hepatica cathepsin L1, Z-Leu-Arg-MCA fluorescence. inhibition, % at 5.96 µM. actives 0.49% (n = 300,000);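 active = inhibition above the mean of all tested compounds plus 3 SD, set per screening campaign, cut at about 17% in these data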;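 also: 0% = plate median of test compound wells and 100% = 1 µM Z-Phe-Ala-diazomethylketone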
* marks the source's active call; other numbers are inactive results; i = inactive; x = no result given.

SMILES	GASC-1 inh	PP5 primary	procasp3 activ	TPT1 inhibitor	PP1 inh	Efflux pump inh	procasp7 counter	HCV core dimer	CTSL1 counter
OCCOCCO	2	-2.5	15	1	3	-0.1	11	2	-2
CN(C(=O)Oc1ccc(C(=O)c2ccc(Cl)cc2)cc1)c1ccccc1	-3	0.3	3	-2	1	4.0	-3	10	-1
O=P(O)(O)COc1ccccc1O	-33	1.3	-7	-5	-3	0.0	0	-11	-2
CC1=CC(=O)C2=C(C)CC(O)C3C(C)C(=O)OC3C12 (centres undefined)	-42	-1.1	-1	-4	-2	-0.1	6	-1	-1
CCC(=NCc1ccco1)c1c(O)n(C2CCCCC2)c(=O)[nH]c1=O	117	2.1	-5	-1	-2	0.1	-12	2	5
CCCCC1C(=O)NC(=S)NC1=O	3	-0.9	-27	-1	-4	0.0	-23	-1	0
Cc1ccc(/C=C2\C(=O)NC(=O)N(CCc3ccc(F)cc3)C2=O)o1	0	0.2	-1	20	0	0.0	-18	17	-3
CC(=Nc1ccc2c(c1)CCC2)c1c(O)n(-c2ccccc2)c(=O)[nH]c1=O	11	0.8	-3	2	-1	-0.1	2	-6	7
BrCC1C[n+]2c(SCc3ccccc3)nc3sc4c(c3c2O1)CCCC4 (centres undefined)	6	3.2	-7	0	2	0.0	-4	7	2
Cc1ccc(C(=O)O)cc1N=Nc1c(O)[nH]c(=O)[nH]c1=O	-16	-2.1	-11	1	0	-0.1	-5	-4	8
CCCC(C)C1(CC)C(=O)NC(=Nc2ccccc2OC)NC1=O (centres undefined)	-3	-0.6	5	2	1	-0.1	-3	-7	1
O=C1NC(=O)C(=Cc2ccc(N3CCN(C(=O)c4ccccc4)CC3)c([N+](=O)[O-])c2)C(=O)N1	-18	0.3	-7	-1	-3	-0.1	-16	10	1
CN1CC(C(=O)c2ccc(F)cc2)C(c2ccc(F)cc2)C1 (centres undefined)	11	-1.1	4	0	-4	0.2	-1	-1	5
O=c1c2ccccc2nc(/C=C\c2ccccc2[N+](=O)[O-])n1-c1ccccc1O	1	1.9	9	0	-2	0.1	0	6	2
CC(C)CNC(=O)c1c(N)n(Cc2ccc3c(c2)OCO3)c2nc3ccccc3nc12	5	12*	-5	7	7	-0.1	71*	1	6
O=C(N/N=C/c1c(O)n(-c2ccccc2)c(=S)[nH]c1=O)c1ccccc1	2	2.0	-30	4	-4	0.2	-28	-1	2
Cc1ccccc1N1CCN(C2CCCN(C(=O)COc3ccccc3)C2)CC1 (centres undefined)	7	4.3	-5	1	-2	0.0	0	-10	0
Cc1cccc(NC(=O)CSc2nnc([C@@H](N)Cc3c[nH]c4ccccc34)o2)c1C	-18	0.4	4	-1	7	-0.2	-1	0	0
CCN1C(=O)NC(=O)/C(=C\c2cn(CC(=O)N3CCCCC3)c3ccccc23)C1=O	48	0.7	-5	23	7	-0.1	-11	17	6
COc1cc2c(cc1OC)C(C(=O)N(C)C1CCCCC1)C1CCCCN1C2=O (centres undefined)	-1	1.0	2	0	2	0.0	-1	0	0

16 consecutive entries already listed:
SMILES	GASC-1 inh	PP5 primary	procasp3 activ	TPT1 inhibitor	PP1 inh	Efflux pump inh	procasp7 counter	HCV core dimer	CTSL1 counter
CCC(=NCc1ccco1)c1c(O)n(C2CCCCC2)c(=O)[nH]c1=O	117	2.1	-5	-1	-2	0.1	-12	2	5
CCCCC1C(=O)NC(=S)NC1=O	3	-0.9	-27	-1	-4	0.0	-23	-1	0
Cc1ccc(/C=C2\C(=O)NC(=O)N(CCc3ccc(F)cc3)C2=O)o1	0	0.2	-1	20	0	0.0	-18	17	-3
CC(=Nc1ccc2c(c1)CCC2)c1c(O)n(-c2ccccc2)c(=O)[nH]c1=O	11	0.8	-3	2	-1	-0.1	2	-6	7
BrCC1C[n+]2c(SCc3ccccc3)nc3sc4c(c3c2O1)CCCC4 (centres undefined)	6	3.2	-7	0	2	0.0	-4	7	2
Cc1ccc(C(=O)O)cc1N=Nc1c(O)[nH]c(=O)[nH]c1=O	-16	-2.1	-11	1	0	-0.1	-5	-4	8
CCCC(C)C1(CC)C(=O)NC(=Nc2ccccc2OC)NC1=O (centres undefined)	-3	-0.6	5	2	1	-0.1	-3	-7	1
O=C1NC(=O)C(=Cc2ccc(N3CCN(C(=O)c4ccccc4)CC3)c([N+](=O)[O-])c2)C(=O)N1	-18	0.3	-7	-1	-3	-0.1	-16	10	1
CN1CC(C(=O)c2ccc(F)cc2)C(c2ccc(F)cc2)C1 (centres undefined)	11	-1.1	4	0	-4	0.2	-1	-1	5
O=c1c2ccccc2nc(/C=C\c2ccccc2[N+](=O)[O-])n1-c1ccccc1O	1	1.9	9	0	-2	0.1	0	6	2
CC(C)CNC(=O)c1c(N)n(Cc2ccc3c(c2)OCO3)c2nc3ccccc3nc12	5	12*	-5	7	7	-0.1	71*	1	6
O=C(N/N=C/c1c(O)n(-c2ccccc2)c(=S)[nH]c1=O)c1ccccc1	2	2.0	-30	4	-4	0.2	-28	-1	2
Cc1ccccc1N1CCN(C2CCCN(C(=O)COc3ccccc3)C2)CC1 (centres undefined)	7	4.3	-5	1	-2	0.0	0	-10	0
Cc1cccc(NC(=O)CSc2nnc([C@@H](N)Cc3c[nH]c4ccccc34)o2)c1C	-18	0.4	4	-1	7	-0.2	-1	0	0
CCN1C(=O)NC(=O)/C(=C\c2cn(CC(=O)N3CCCCC3)c3ccccc23)C1=O	48	0.7	-5	23	7	-0.1	-11	17	6
COc1cc2c(cc1OC)C(C(=O)N(C)C1CCCCC1)C1CCCCN1C2=O (centres undefined)	-1	1.0	2	0	2	0.0	-1	0	0

Carrying on:
SMILES	GASC-1 inh	PP5 primary	procasp3 activ	TPT1 inhibitor	PP1 inh	Efflux pump inh	procasp7 counter	HCV core dimer	CTSL1 counter
C=CC[N+]1(C)CC[C@]23c4c5ccc(O)c4O[C@H]2C(=O)CC[C@@]3(O)[C@H]1C5 (some centres undefined)	7	-0.6	1	-1	-5	0.1	7	5	-3
CC(c1ccccc1)n1cncc1C(=O)N1CCCC1=O (centres undefined)	4	0.7	3	-5	-2	-0.1	4	-9	0
C[C@@H]1CCC2[C@@H](C)C(=O)O[C@@H]3OC4(C)CCC1[C@@]23OO4 (some centres undefined)	39	x	-7	x	x	0.2	6	x	x
O=C(COc1ccccc1)N1CCN(CCN2C(=O)c3cccc4cccc(c34)C2=O)CC1	7	1.3	2	-3	-3	-0.2	2	6	-1
COc1ccc(CN2CCCC(C(=O)c3ccc(Cl)cc3)C2)c(O)c1 (centres undefined)	4	-0.8	-7	-3	-1	0.1	5	-1	1
COc1ccc(-n2c(O)c(C=NCCCn3ccnc3)c(=O)[nH]c2=O)cc1	14	0.0	1	-2	-2	-0.1	0	-9	1
Cc1cccc(C)c1NC1=NCCCS1	-16	0.6	-4	-2	0	0.0	9	6	1
COC(=O)C1=C(c2ccc(F)cc2OCc2ccccc2)C[C@@H]2CC[C@H]1N2C(=O)NCc1ccccc1Br	2	3.8	4	x	14	-0.1	-9	x	x
Cc1nn(CCC#N)c2c1P(=S)(N1CCCC1)OC(c1ccc(F)cc1)=N2 (centres undefined)	10	1.2	-9	-4	-5	0.1	-21	1	0
Nc1ncn[nH]1	i	2.0	2	2	-4	0.1	11	10	1
Cc1cccn2c(=O)c3c(nc12)N1CCc2ccccc2C1C1(C3)C(=O)NC(=O)N(C)C1=O (centres undefined)	-2	1.5	11	-1	-1	0.0	11	-3	2
CC(C)COc1ccc(Cc2c(O)[nH]c(=S)[nH]c2=O)cc1	8	1.3	-11	3	3	0.3	-17	-4	-2
COc1ccc(/C=C2/C(=O)NC(=O)N(Cc3ccco3)C2=O)cc1	-4	-1.8	1	33*	8	-0.1	-13	40	3
CC(C)CN(CC(C)C)c1ccc(C=C2C(=O)NC(=S)NC2=O)cc1[N+](=O)[O-]	-45	2.2	-12	0	1	0.1	-19	12	0
CC1CN=C(NCc2ccccc2Cl)S1 (centres undefined)	3	-0.3	3	1	-1	-0.1	0	5	-5
Cc1ccc(OCCOc2cccc(C=C3C(=O)NC(=O)NC3=O)c2)cc1	10	1.8	-9	-3	2	-0.1	-12	4	5
Cc1cc(C(=O)Nc2ccccc2)nn1C(C)(C)C	6	-1.2	2	-1	8	0.0	11	-3	-2
O=C(Cc1ccccc1)OCn1nnc2ccccc2c1=O	10	3.5	6	-2	2	0.1	3	-1	-15
CCOC(=O)C(NC(=O)C(Cc1ccc(N(CCCl)CCCl)cc1)NC(C)=O)C(C)C (centres undefined)	2	0.3	-2	-4	-4	0.9	3	-4	3
O=C(Cc1ccccc1)N1CCN(C2CCCC2)CC1	22	-1.2	0	-2	-2	0.0	-5	-4	4
COc1ccc(CCNCc2ccc(SC)cc2)cc1	-4	0.1	0	0	-1	-0.1	-6	-15	0
O=c1[nH]c(=S)n(Cc2ccco2)c(O)c1C=NCc1cccs1	4	3.3	-25	10	8	0.0	-19	55*	5
COc1ccc(-c2nn(CCC#N)cc2C(=O)NCc2ccccc2)cc1OC	-30	1.4	10	0	-1	0.0	3	8	0
N#CCP(=S)(c1ccccc1)c1ccccc1	9	1.2	-3	2	2	-0.2	-5	-15	13
O=C(O)c1ccccc1NC(=O)C1C2CCC(O2)C1C(=O)O (centres undefined)	-1	41*	-3	1	33*	-0.1	-11	-8	1
O=c1[nH]c(=O)n(-c2ccccc2)c(O)c1N=Nc1ccc(Br)cc1	6	2.0	-8	-1	5	-0.1	-1	-4	1
COc1ccc2c(c1)NP(=S)(Oc1ccccc1)N2 (centres undefined)	-1	2.1	-28	-15	4	0.1	-32	8	-2
O=C1NC(=O)N(C2CCCCC2)C(=O)C1C1c2ccccc2C(=O)N1Cc1ccccc1 (centres undefined)	-1	0.6	1	0	1	-0.1	4	-1	-4
CN1C(=O)C(=Cc2ccc(-c3cccc(Cl)c3)o2)C(=O)N(C)C1=O	10	0.2	-2	7	-2	0.1	8	2	-6
CN1C(=O)NC(=O)/C(=C/c2ccc([N+](=O)[O-])o2)C1=O	-9	3.3	-13	4	0	-0.1	-15	-2	-3
COC(=O)C1=C(c2ccc(S(C)(=O)=O)cc2)C[C@@H]2CC[C@H]1N2C(=O)N1CCC(O)CC1	-4	-0.4	15	-1	-1	-0.2	2	-8	-2
CC(=NCCC1=CCCCC1)c1c(O)[nH]c(=O)[nH]c1=O	-10	0.5	1	-2	-1	0.0	-5	-3	2
CCCCn1c(O)c(C(C)=NCCCn2ccnc2)c(=O)[nH]c1=O	15	1.4	-1	5	-4	-0.1	3	-3	1

Not all compounds are listed. The share of hits here may be higher or lower than overall.
